From PubChem
Platelet DG rel: platelet dense granule release activity | human platelet-rich plasma, SFLLRN dense granule ATP release, luminescence | inhibition, %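 (compounds screened at 7.5 µM in platelet-rich plasma)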 | actives 0.22% (n = 300,000);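 active = mean replicate score, as percent of positive control, at or above 50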
KCNK9 block: human KCNK9 channel inhibition. Q9NPC2. B-score at 10 µM. actives 1.2% (n = 310,000). HEK293 KCNK9, FluxOR thallium flux fluorescence; hits give low values;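 active = ratio B-score over 3 SD below the library mean, with starting fluorescence within 5 SD of its mean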;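 note: negative B-score means less thallium flux so channel inhibition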
KCNQ1 act: potentiates or activates the human KCNQ1 potassium channel. P51787. CHO-K1 KCNQ1, thallium flux FluxOR fluorescence; hits give high values. B-score at 10 µM. actives 0.35% (n = 310,000). AID 2648;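 active = fluorescence ratio B-score, a plate-corrected score, at least three library SD, with initial intensity B-score within 5 SD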
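Material: CHO-K1 cells stably expressing KCNQ1. Medium: assay buffer for compound exposure, DMSO matched across wells. Reagent: K+/Tl+ depolarizing stimulus. Compound dosing: single-concentration screen. Times: 37 °C overnight plating, 90-min dark dye load, 20-min compound pretreatment. Technique: FluxOR Tl+ flux fluorescence.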
TRPC4 block: inhibitors of mouse TRPC4 channel | HEK293 TRPC4beta/mu-opioid, DAMGO-evoked Fluo4 calcium flux; hits give low values | actives 0.39% (n = 300,000) | Q9QUQ5 | B-score at 10 µM | AID 2247;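 active = B-score over 3 SD under the library average, no early fluorescence shift, positive overall ratio signal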
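Assay system: Stable TRPC4beta/mu-opioid receptor HEK293 cells | Reagent: DAMGO in two steps, submaximal then maximal | Compound dosing: Single concentration per test compound | Signal: Fluo4 Ca2+ flux fluorescence | Evaluation: Per-well B score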
PolyA inhibitor: blocks polyadenylation in yeast reporter cells. S. cerevisiae SKY197-pL101 polyadenylation reporter, beta-gal luminescence; efflux-impaired pdr1/pdr3 knockout yeast; score 100 = 6 SD above DMSO. calls only at 12 µM. actives 0.02% (n = 300,000);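 active = lowest replicate activity score at least 50, where 100 means six control SD above control mean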;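 note: yeast exposed to compound for 9 h at 30 °C; higher score means more reporter readthrough which indicates perturbed polyadenylation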
KCNK3 inh: human KCNK3 channel inhibition, primary screen. O14649. CHO-KCNK3 thallium flux, FluxOR fluorescence; hits give low values. actives 0.84% (n = 340,000). AID 602410. B-score at 10 µM;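 active = B-score under library mean minus 4 SD, starting fluorescence ratio at most library mean plus 5 SD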;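 note: more negative B-score means stronger inhibition of thallium flux through KCNK3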
TRPC4 PAM: TRPC4 (mouse) allosteric potentiation | Q9QUQ5 | HEK293 TRPC4beta/mu-opioid, DAMGO EC20, Fluo-4 Ca2+ flux; hits give high values | B-score at 10 µM | actives 0.42% (n = 310,000) | AID 2227;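 active = B-score of calcium response area above 5 SD of library B-scores, with initial fluorescence ratio within 5 SD of library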;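 note: B-score of integrated fluorescence ratio over time as area under calcium response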
hERG rescue: compounds protecting human hERG from proarrhythmic drug block; actives 0.51% (n = 310,000); Q12809; activation (rescue from dofetilide block), less the hit threshold, % at 10 µM; AID 1511; CHO-hERG, FluxOR thallium flux, dofetilide IC70 present;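 active = activation above the mean of controls blocked by dofetilide plus 5 SD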;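 note: thallium influx through hERG after potassium depolarization seen as dye fluorescence rise; in these data hits start at about 4.7%; inactives centre near -7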
Target sequence (Q12809 whole entry, looked up): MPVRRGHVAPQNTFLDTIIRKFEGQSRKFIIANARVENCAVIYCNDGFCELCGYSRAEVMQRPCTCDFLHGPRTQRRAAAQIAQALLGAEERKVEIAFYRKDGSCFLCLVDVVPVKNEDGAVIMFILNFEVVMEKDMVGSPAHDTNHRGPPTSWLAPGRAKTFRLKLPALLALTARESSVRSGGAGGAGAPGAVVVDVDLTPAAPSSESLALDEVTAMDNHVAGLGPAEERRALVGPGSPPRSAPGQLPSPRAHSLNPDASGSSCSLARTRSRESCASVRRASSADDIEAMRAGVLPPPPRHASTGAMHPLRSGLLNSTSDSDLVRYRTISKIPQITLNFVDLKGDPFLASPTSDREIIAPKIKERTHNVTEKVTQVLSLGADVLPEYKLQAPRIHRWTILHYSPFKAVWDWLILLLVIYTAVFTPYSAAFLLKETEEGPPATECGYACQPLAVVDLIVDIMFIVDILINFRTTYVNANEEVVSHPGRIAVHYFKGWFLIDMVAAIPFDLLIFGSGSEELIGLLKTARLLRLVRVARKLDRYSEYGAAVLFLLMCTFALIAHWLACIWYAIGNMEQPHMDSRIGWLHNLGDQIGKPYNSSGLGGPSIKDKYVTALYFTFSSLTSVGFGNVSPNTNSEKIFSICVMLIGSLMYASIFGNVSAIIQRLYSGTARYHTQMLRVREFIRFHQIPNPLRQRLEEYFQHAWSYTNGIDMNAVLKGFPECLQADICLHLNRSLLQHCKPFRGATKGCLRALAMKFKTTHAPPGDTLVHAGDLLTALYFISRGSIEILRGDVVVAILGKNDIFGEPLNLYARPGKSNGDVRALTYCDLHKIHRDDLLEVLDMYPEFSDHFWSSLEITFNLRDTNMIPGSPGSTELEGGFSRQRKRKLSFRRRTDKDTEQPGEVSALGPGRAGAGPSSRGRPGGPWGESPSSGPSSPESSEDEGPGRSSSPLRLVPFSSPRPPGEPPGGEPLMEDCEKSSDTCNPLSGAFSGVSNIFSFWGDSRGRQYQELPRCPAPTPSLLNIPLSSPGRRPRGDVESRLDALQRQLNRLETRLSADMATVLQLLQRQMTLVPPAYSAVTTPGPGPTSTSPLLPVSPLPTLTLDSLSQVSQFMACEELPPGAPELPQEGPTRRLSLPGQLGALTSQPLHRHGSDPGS
DYRK1A inh: blocks rat Dyrk1A kinase activity; Q63470; ADP-Glo luminescence, NFATc1 peptide; inhibition, % at 12.5 µM; actives 0.43% (n = 310,000); in the data active = inhibition above about 50%;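 note: plate controls were vehicle with enzyme for no effect and no enzyme for full effect; many of its hits are not listed in these tables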
TRPC4 act: TRPC4 (mouse) channel activation; Q9QUQ5; HEK293 TRPC4beta/mu-opioid, Fluo4 calcium fluorescence; hits give high values; actives 0.49% (n = 310,000); AID 2237; B-score at 10 µM;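 active = B-score above 5 SD of library B-scores, and initial fluorescence ratio not above library mean plus 5 SD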;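 note: positive B-score marks a calcium rise read as TRPC4 activation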
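Material: HEK293 stable line with TRPC4beta plus mu-opioid receptor; technique: Fluo4 calcium-sensitive dye fluorescence, kinetic, 1 Hz baseline; timing: Fluo4 dye loading 45 min at room temperature, 110 s recording; controls: assay buffer as low control, maximal DAMGO as high control; read-out: integrated baseline-normalised fluorescence ratio, converted to per-well B score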
KCNQ1 block: blocks the human KCNQ1 potassium channel; actives 1.3% (n = 310,000); B-score at 10 µM; CHO-K1 KCNQ1, FluxOR thallium flux fluorescence; hits give high values; P51787;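 active = compounds whose thallium flux B-score, printed positive for inhibition, exceeds three library SD while starting fluorescence stays within three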;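 note: channel opened by potassium depolarization with thallium stimulus after 20 min compound exposure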
An asterisk follows results filed as active; i = inactive; nt = no result given.

Below each compound – Platelet DG rel | KCNK9 block | KCNQ1 act | TRPC4 block | PolyA inhibitor | KCNK3 inh | TRPC4 PAM | hERG rescue | DYRK1A inh | TRPC4 act | KCNQ1 block
Cc1ccccc1-n1ncc2c1CC(C)(C)CC2NC(=O)C1=CC(=O)CC(C)(C)O1 (stereo not given)
→ 4 | i | i | i | i | i | i | -9 | -5 | i | i
O=C(COC(=O)/C=C/c1ccc(Cl)cc1Cl)NCCC1=CCCCC1
→ -2 | i | i | i | i | i | i | -4 | -3 | i | i
CCCCn1c(N)c(N(CCC(C)C)C(=O)c2cc(-c3ccco3)nc3ccccc23)c(=O)[nH]c1=O
→ -7 | i | i | i | i | i | i | -13 | 13 | i | i
CCOc1ccc(N(C)C(=O)CCc2nnc3ccc(N4CCOCC4)nn23)cc1
→ 11 | i | i | i | i | i | i | -6 | -1 | i | i
O=C(CN(Cc1ccc(F)cc1)C(=O)CNS(=O)(=O)c1ccc(F)cc1)NCC1CCCO1 (stereo not given)
→ 9 | i | i | i | i | i | i | -3 | -1 | i | i
COC(=O)c1cccc(CSc2nnc(-c3ccco3)n2-c2ccccc2)c1
→ 5 | i | i | i | i | i | i | -9 | -2 | i | i
CCCCN(CCCC)Cc1cc2ccccc2c2c1COC2
→ -3 | i | i | i | i | i | i | -7 | -6 | i | i
O=[N+]([O-])c1cccc(S(=O)(=O)NCCc2ccccc2)c1
→ 2 | i | i | i | i | i | i | -2 | -3 | i | i
CC(=O)OCC(CCn1cnc2cnc(N)nc21)COC(C)=O
→ 2 | i | i | i | i | nt | i | -3 | nt | i | i
CC(=O)Nc1ccc2[nH]c(C)cc(=O)c2c1
→ -5 | i | i | i | i | i | i | -6 | -1 | i | i
CCOC(=O)N1CCC(NS(=O)(=O)c2ccc3c(c2)oc(=O)n3C)CC1
→ -1 | i | i | i | i | i | i | -4 | 8 | i | i
COc1ccc(CCN(Cc2cc3cc(C)cc(C)c3nc2Cl)C(=O)C2CC2)cc1
→ 4 | i | i | i | i | -11* | i | -17 | -5 | i | i
CCc1sc(N(C(=O)Cc2ccccc2)c2cccc(F)c2)nc1-c1ccc(C)cc1
→ -2 | i | i | i | i | i | i | -2 | -7 | i | i
CC1CCN(Cc2c(O)ccc3c(=O)c(-c4nc5ccccc5s4)c(N)oc23)CC1
→ 2 | i | i | i | i | i | i | -16 | 0 | i | i
O=C(C1CCC(CNc2nc(=S)[nH]c3ccccc23)CC1)N1CCN(c2ccc(F)cc2)CC1 (stereo not given)
→ 12 | i | i | i | i | i | i | -6 | nt | i | i
Cn1nc(C(=O)NCCCN2CCCCC2)c2c1-c1ccccc1SC2
→ -11 | i | i | i | i | i | i | -7 | -4 | i | i
COc1ccccc1-c1nc(C#N)c(N2CCN(C(=O)c3ccco3)CC2)o1
→ -5 | i | i | i | i | i | i | -7 | -7 | i | i
CCOc1ccccc1NC(=O)COC(=O)c1ccccc1SCC(=O)N1CCCC1
→ -14 | i | i | i | i | i | i | -11 | 3 | i | i
CC(=O)Nc1ccc(-c2csc(NNC(=O)c3ccccc3)n2)cc1
→ 4 | i | i | i | i | i | i | -12 | -6 | i | i
COC(=O)c1ccc(C)c(NC(=O)CCNC(=O)c2ccc([N+](=O)[O-])cc2)c1
→ -4 | i | i | i | i | i | i | -8 | 3 | i | i
COc1ccc(CCC(C)NC2CCCCCCC2)cc1 (stereo not given)
→ -8 | i | i | i | i | i | i | -8 | -4 | i | i
COc1ccc(Nc2c3c(nc4ccccc24)CCC3)cc1
→ 12 | i | i | -7* | i | i | i | -11 | 4 | i | i
Cc1ccc(SCCN2CCC(C(C)(C)C)CCC2=O)cc1 (stereo not given)
→ 10 | i | i | i | i | i | i | -9 | 13 | i | i
Cc1nc2ccc(NC(=O)c3ccc([N+](=O)[O-])cc3[N+](=O)[O-])cc2s1
→ -3 | i | i | i | i | i | i | -11 | nt | i | i
O=C(c1cccc(NS(=O)(=O)c2ccccc2)c1)N1CCCC1
→ -7 | i | i | i | i | i | i | -9 | 0 | i | i
CN1CCN(CCCCOc2ccccc2C=O)CC1
→ 0 | i | i | i | i | i | i | -9 | 5 | i | i
Cn1c(=O)c2c(ncn2Cc2ccccc2)n(C)c1=O
→ -1 | i | i | i | i | i | i | -5 | 2 | i | i
Cc1ccc(CN2CCC(=O)N2)cc1
→ 0 | i | i | i | i | i | i | -2 | -2 | i | i
O=C(COc1ccccc1F)Nc1ccc(S(=O)(=O)Nc2nccs2)cc1
→ -4 | i | i | i | i | i | i | -6 | 1 | i | i
O=S(=O)(c1cccc(NC(=S)N2CCN(c3ccccc3F)CC2)c1)C(F)F
→ 0 | i | i | i | i | i | i | -3 | 5 | i | i
COc1cc(/C=N/NC(=O)c2ccccn2)ccc1OC(=O)c1ccc(Br)cc1
→ 1 | i | i | i | i | i | i | -4 | 0 | i | i
O=C(CCCOc1ccccc1)OCn1nnc2ccccc2c1=O
→ -6 | i | i | i | i | i | i | -1 | -4 | i | i
CN(C(=O)c1ccc2c(=O)n3c(nc2c1)CCCCC3)c1cccc(Cl)c1
→ 5 | i | i | i | i | i | i | -11 | -4 | i | i
CC(CCc1ccccc1)NC(=O)c1cccnc1 (stereo not given)
→ -2 | i | i | i | i | i | i | -1 | -1 | i | i
CC(C)CC(COCc1cccc(C(F)(F)F)c1)N1CCN(C(=O)c2cccc(C(F)(F)F)c2)CCC1=O (stereo not given)
→ 1 | i | i | i | i | i | i | -16 | 4 | i | i
C/C(=N\NC(=O)C1CC1c1ccccc1)c1ccc(C)s1 (stereo not given)
→ 3 | i | i | i | i | i | i | 1 | -2 | i | i
Cn1cc(CC(=O)NCCCN2CCCC2)c2ccccc21
→ 1 | i | i | i | i | i | i | -17 | -5 | i | i
Cc1nnsc1NC(=O)OCc1ccc(Cl)cc1Cl
→ 3 | i | i | i | i | i | i | -6 | 10 | i | i
Cc1ccc(C)c2[nH]c(=O)c(CCNC(=O)c3ccc(S(=O)(=O)N(C)C)cc3)cc12
→ -11 | i | i | i | i | i | i | -11 | 2 | i | i
O=C(CCc1nnc2ccc(NCc3ccco3)nn12)Nc1ccccc1F
→ -9 | i | i | i | i | i | i | -9 | -2 | i | i
N#Cc1c(/N=C/N2CCOCC2)sc2c1CCCCC2
→ 2 | i | i | i | i | i | i | -7 | 32 | i | i
Cc1ccc(CC2SC(N)=NC2=O)cc1 (stereo not given)
→ 0 | i | i | i | i | i | i | -1 | 3 | i | i
CCOC(=O)Cc1csc(NC(=O)Cn2cnc3c2c(=O)n(C)c(=O)n3C)n1
→ 0 | i | i | i | i | i | i | -9 | 1 | i | i
O=C(Nc1nc2c(s1)CN(Cc1ccccc1)CC2)C1CCCC1
→ -2 | i | i | i | i | i | i | -12 | 20 | i | i
COc1ccc(Cl)cc1C(=O)NNC(=O)COC(=O)CCN=C1NS(=O)(=O)c2ccccc21
→ -16 | i | i | i | i | i | i | -12 | 21 | i | i
CC(C)Nc1nc(N)c(C(=O)C23CC4CC(CC(C4)C2)C3)s1
→ -3 | i | i | i | i | i | i | -11 | 1 | i | i
O=C(c1cccs1)N1CCCC(N2CCN(c3cccc(C(F)(F)F)c3)CC2)C1 (stereo not given)
→ -3 | i | i | i | i | i | i | -17 | 2 | i | i
CCOC(=O)C1CCC(CNCc2ccc(Cl)cc2)CC1 (stereo not given)
→ 3 | i | i | i | i | i | i | -4 | 6 | i | i
Cc1c(NC(=O)c2ccc(NC(=O)C3CC3)cc2)cccc1C(=O)O
→ 1 | i | i | i | i | i | i | -11 | -9 | i | i
CCCCn1nnc(NC(=O)CCC)n1
→ 1 | i | i | i | i | i | i | -9 | -3 | i | i
CCOC(=O)c1ccc(NC(=O)c2ccc(CN3CCc4ccccc4C3)cc2)cc1
→ 5 | i | i | i | i | i | i | -6 | 6 | i | i
O=C(COc1ccc(S(=O)(=O)N2CCCC2)cc1Cl)NCc1ccco1
→ 12 | i | i | i | i | i | i | -7 | 0 | i | i
O=C(NCCN1CCOCC1)Nc1ccc(Cl)cc1
→ 0 | i | i | i | i | i | i | -13 | 10 | i | i
O=C1NC(=S)N/C1=C/C=C/c1ccccc1
→ 15 | i | i | i | i | i | i | -8 | 4 | i | i
Cc1ccc(N2CCN(S(=O)(=O)c3ccc4oc(=O)ccc4c3)CC2)cc1Cl
→ -1 | i | i | i | i | i | i | -5 | 2 | i | i
COc1ccc(CCNC(=O)/C(C#N)=C2\N=C(NC(=O)c3ccco3)c3ccccc32)cc1
→ 7 | i | i | i | i | i | i | -3 | nt | i | i
O=c1c2c(nc3nc(NCc4cccc5ccccc45)[nH]n13)CCC2
→ 0 | i | i | i | i | i | i | -6 | 3 | i | i
O=C(CSc1nc2ccccc2c(=O)n1-c1ccc(F)cc1)Nc1cc(S(=O)(=O)N2CCOCC2)ccc1Cl
→ 1 | i | i | i | i | i | i | -3 | -11 | i | i
Cc1ccc2[nH]c(=O)c(CN(CCCO)S(=O)(=O)c3cccc4nsnc34)cc2c1
→ -3 | i | i | i | i | i | i | -9 | 2 | i | i

Arranged by count of non-hydrogen atoms (falling): some entries from above.
Below each compound – Platelet DG rel | KCNK9 block | KCNQ1 act | TRPC4 block | PolyA inhibitor | KCNK3 inh | TRPC4 PAM | hERG rescue | DYRK1A inh | TRPC4 act | KCNQ1 block
Cc1ccc(N2CCN(S(=O)(=O)c3ccc4oc(=O)ccc4c3)CC2)cc1Cl
→ -1 | i | i | i | i | i | i | -5 | 2 | i | i
O=C(COc1ccc(S(=O)(=O)N2CCCC2)cc1Cl)NCc1ccco1
→ 12 | i | i | i | i | i | i | -7 | 0 | i | i
Cc1c(NC(=O)c2ccc(NC(=O)C3CC3)cc2)cccc1C(=O)O
→ 1 | i | i | i | i | i | i | -11 | -9 | i | i
O=C(Nc1nc2c(s1)CN(Cc1ccccc1)CC2)C1CCCC1
→ -2 | i | i | i | i | i | i | -12 | 20 | i | i

A portion of the library (hit frequency here may not be typical).
